Fam108B inh = blocks mouse Fam108B hydrolase in RBBP9 counter-screen. recombinant Fam108B, FP-Rh probe fluorescence polarization. inhibition, % at 9.51 µM. 0.33% of 300,000 active. AID 1947;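 active = inhibition above the screen mean inhibition plus 3 SD, computed separately per campaign, cut at about 18% in these data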;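 note: inhibitors lower polarization as less probe binds the enzyme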
VLA-4 inh = inhibition in a human VLA-4 binding assay | P13612 | VLA-4 expressing cells, ligand binding flow cytometry | inhibition, % (about 7 µM as worked out from the volumes in the protocol) | 0.2% of 330,000 active | AID 2557; in the data active = inhibition above about 50%
GRK2 aptamer HTS = inhibitors of human GRK2 displacing RNA aptamer. P25098. 0.59% of 330,000 active. inhibition of aptamer binding, % at 10 µM. bead flow cytometry, FAM-aptamer displacement from GRK2;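 active = inhibition of aptamer binding above 40%, roughly 3 SD of noise, on plates passing a quality check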;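 note: median bead fluorescence of bound FAM aptamer so fluorescent compounds give negative values; no value below 0 was filed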
CIT2-GFP yeast = alters CIT2-GFP fluorescence in TOR pathway yeast screen; S. cerevisiae CIT2-GFP strain, flow cytometry, 3 h; 100 means same as DMSO wells; GFP response vs DMSO, % at 10 µM; 0.065% of 320,000 active;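 active = GFP response relative to DMSO above a set limit, near the screen mean plus 3 SD, cut at about 150% in these data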;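 note: ratio of well median GFP fluorescence to mean of DMSO wells on the plate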
Bcl-xL primary = inhibitors of human Bcl-xL | Q07817 | inhibition, % at 10.9 µM | 0.7% of 320,000 active | GST-Bcl-xL / FITC-Bim BH3 peptide fluorescence polarization;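 active = inhibition above the mean of all tested compounds plus 3 SD, cutoff set per campaign, cut at about 30% in these data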;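 note: 0% = DMSO wells and 100% = unlabeled Bim-BH3 peptide competitor; inhibitors lower millipolarization by displacing the labeled peptide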
Target sequence (Q07817 whole entry, looked up): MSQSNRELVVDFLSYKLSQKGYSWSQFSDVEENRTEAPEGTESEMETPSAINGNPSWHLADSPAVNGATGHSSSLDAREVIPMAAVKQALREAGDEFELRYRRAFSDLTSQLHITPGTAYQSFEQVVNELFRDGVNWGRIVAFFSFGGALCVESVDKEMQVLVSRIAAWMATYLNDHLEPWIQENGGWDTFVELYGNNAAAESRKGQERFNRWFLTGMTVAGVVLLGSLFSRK
GLD-1 TGE inh = GLD-1-TGE RNA interaction inhibition (C. elegans); Q17339; purified GLD-1 + fluorescein TGE RNA, fluorescence polarization; inhibition, % at 5.96 µM; 0.44% of 320,000 active;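 active = percent inhibition above a per-plate cutoff, the plate mean of test compounds plus 3 SD, cut at about 30% in these data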;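 note: 0% = DMSO wells with GLD-1 and probe and 100% = wells lacking GLD-1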
AGP1-GFP MLPCN = yeast TOR pathway AGP1-GFP modulation; 0.02% of 320,000 active; AID 2066; S. cerevisiae AGP1-GFP multiplex flow cytometry, 3 h; GFP as percent of DMSO wells; GFP response vs DMSO, % at 10 µM;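 active = GFP response relative to DMSO above a set limit, near screen average plus 3 SD, cut at about 150% in these data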;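 note: median GFP channel fluorescence of the gated AGP1 strain per well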
MEX-5 binding = C. elegans MEX-5 TCR-2 RNA binding activity; MEX-5/FITC-TCR2 RNA binding, fluorescence polarization; active compounds read low; 0.38% of 300,000 active; activity score (negative = inhibition of binding), % at 10 µM; AID 1832; Q9XUB2;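 active = inhibition past about -25% in most replicates, and total fluorescence under double the plate's negative control median, limit read from the data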;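 note: 0% = DMSO and -100% = 5 µM competing unlabeled TCR2 RNA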
Target sequence (Q9XUB2 whole entry, looked up): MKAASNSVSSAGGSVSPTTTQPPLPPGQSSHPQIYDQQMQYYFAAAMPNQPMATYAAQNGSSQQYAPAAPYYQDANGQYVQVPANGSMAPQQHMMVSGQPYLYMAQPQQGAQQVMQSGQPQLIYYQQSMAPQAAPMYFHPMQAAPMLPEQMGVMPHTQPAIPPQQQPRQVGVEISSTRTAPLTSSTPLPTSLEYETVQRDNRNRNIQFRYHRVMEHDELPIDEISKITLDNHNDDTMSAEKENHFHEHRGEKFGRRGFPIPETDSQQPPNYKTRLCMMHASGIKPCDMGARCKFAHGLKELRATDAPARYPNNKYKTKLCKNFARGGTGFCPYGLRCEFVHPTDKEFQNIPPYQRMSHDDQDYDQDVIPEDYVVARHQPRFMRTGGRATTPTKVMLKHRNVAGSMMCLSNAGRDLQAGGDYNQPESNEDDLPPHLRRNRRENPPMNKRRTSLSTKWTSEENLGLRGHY
MCL1-BIM inh = disrupts human MCL1 binding to BIM-BH3 peptide; Q07820; GST-MCL1 / FITC-Bim-BH3 fluorescence polarization; inhibition, % at 10.9 µM; 0.68% of 320,000 active; AID 2057;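 active = inhibition above the mean inhibition of all tested compounds plus 3 SD, set per campaign, cut at about 40% in these data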;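 note: 0% = DMSO wells and 100% = unlabeled Bim-BH3 peptide control; higher means more loss of mP so more displacement of Bim peptide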
Target sequence (Q07820 whole entry, looked up): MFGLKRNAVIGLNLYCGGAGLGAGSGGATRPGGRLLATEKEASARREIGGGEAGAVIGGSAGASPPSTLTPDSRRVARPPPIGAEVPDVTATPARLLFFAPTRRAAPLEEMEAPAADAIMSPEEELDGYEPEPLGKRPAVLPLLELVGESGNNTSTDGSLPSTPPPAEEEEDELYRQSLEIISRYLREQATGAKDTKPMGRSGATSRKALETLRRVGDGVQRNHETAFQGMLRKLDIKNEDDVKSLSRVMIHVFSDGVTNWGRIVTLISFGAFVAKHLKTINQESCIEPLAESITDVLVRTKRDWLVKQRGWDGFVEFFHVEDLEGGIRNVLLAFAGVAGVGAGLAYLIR
The depositor's hits bear a star. Outcome played no part in choosing rows; any-hit rate near 2.2%.

Results for O=C(COc1ccc([N+](=O)[O-])cc1)Nc1cccc2nsnc12 ?
Fam108B inh: -12.0; VLA-4 inh: 3.4; GRK2 aptamer HTS: 0.0; CIT2-GFP yeast: 82.8; Bcl-xL primary: 11.7; GLD-1 TGE inh: -7.2; AGP1-GFP MLPCN: 73.4; MEX-5 binding: 9.7; MCL1-BIM inh: 6.0

Results for CCOC(=O)C1=C(N)Oc2cc(O)ccc2C1c1ccccc1 (stereo unspecified) ?
Fam108B inh: 2.0; VLA-4 inh: 24.7; GRK2 aptamer HTS: 3.0; CIT2-GFP yeast: 92.1; Bcl-xL primary: -1.5; GLD-1 TGE inh: 6.2; AGP1-GFP MLPCN: 14.1; MEX-5 binding: -4.0; MCL1-BIM inh: -0.5

Results for CCOC(=O)c1nn(-c2ccc(F)cc2)c2nc(Nc3ccccc3)cc(=O)n12 ?
Fam108B inh: 0.4; VLA-4 inh: -15.5; GRK2 aptamer HTS: 0.0; CIT2-GFP yeast: 100.9; Bcl-xL primary: 2.5; GLD-1 TGE inh: -1.3; AGP1-GFP MLPCN: 92.9; MEX-5 binding: -3.4; MCL1-BIM inh: -3.9

What do the screens show for `COc1ccc(C2CC(c3ccc(OC)cc3O)=NN2C(=O)c2ccccc2)cc1` (stereo unspecified)?
Fam108B inh: -0.8; VLA-4 inh: 5.4; GRK2 aptamer HTS: 4.0; CIT2-GFP yeast: 102.6; Bcl-xL primary: 4.3; GLD-1 TGE inh: -1.8; AGP1-GFP MLPCN: 93.5; MEX-5 binding: -1.0; MCL1-BIM inh: 1.5

Results for CC(C)CCNC(=O)C1CC(c2cccc([N+](=O)[O-])c2)=NO1 (stereo unspecified) ?
Fam108B inh: 6.9; Bcl-xL primary: 1.2; GLD-1 TGE inh: -6.4; MEX-5 binding: 0.8; MCL1-BIM inh: 1.8

Results for Cc1ccc(NC(=O)NC(=O)COc2ccccc2C(N)=O)c(C)c1 ?
VLA-4 inh: 13.4; GRK2 aptamer HTS: 0.0; CIT2-GFP yeast: 89.4; Bcl-xL primary: 0.5; GLD-1 TGE inh: 3.8; AGP1-GFP MLPCN: 104.6; MCL1-BIM inh: -0.6

How did CCOC(=O)CC(NC(=O)CCc1c(C)nc2nc(C)nn2c1C)c1ccc(OC(C)C)cc1 (stereo unspecified) do in these assays?
Fam108B inh: -0.1; VLA-4 inh: 2.8; GRK2 aptamer HTS: 3.0; CIT2-GFP yeast: 99.4; Bcl-xL primary: 1.0; GLD-1 TGE inh: -5.0; AGP1-GFP MLPCN: 90.8; MEX-5 binding: 1.6; MCL1-BIM inh: 5.9

What do the screens show for `Cc1c(Br)c(O)c(Br)c(O)c1/C=N/n1c(-c2ccccc2)n[nH]c1=S`?
Fam108B inh: 3.0; VLA-4 inh: -6.3; GRK2 aptamer HTS: 46.0*; CIT2-GFP yeast: 91.6; Bcl-xL primary: 0.6; GLD-1 TGE inh: -2.4; AGP1-GFP MLPCN: 91.8; MEX-5 binding: -0.4; MCL1-BIM inh: 22.3

What do the screens show for `COc1ccc(-c2[nH]ncc2CNC(C)c2cn(C)nc2C)c(F)c1` (stereo unspecified)?
Fam108B inh: 4.4; VLA-4 inh: 39.8; GRK2 aptamer HTS: 0.0; CIT2-GFP yeast: 103.5; Bcl-xL primary: 67.9*; GLD-1 TGE inh: 7.8; AGP1-GFP MLPCN: 101.0; MEX-5 binding: 3.1; MCL1-BIM inh: 13.3

Results for O=C(Cc1ccccc1)N1CCCC(c2nc(-c3ccc(S(=O)(=O)N4CCCC4)cc3)no2)C1 (stereo unspecified) ?
Fam108B inh: -2.6; VLA-4 inh: 7.1; GRK2 aptamer HTS: 0.0; CIT2-GFP yeast: 95.8; Bcl-xL primary: 2.7; GLD-1 TGE inh: 3.5; AGP1-GFP MLPCN: 99.3; MEX-5 binding: 1.5; MCL1-BIM inh: 1.8

What do the screens show for `Cc1ccc(S(=O)(=O)N(C(=N)N)c2nc(N(C)C)nc(N(C)C)n2)cc1`?
Fam108B inh: -3.5; VLA-4 inh: 20.9; GRK2 aptamer HTS: 3.0; CIT2-GFP yeast: 102.4; Bcl-xL primary: 4.8; GLD-1 TGE inh: 0.7; AGP1-GFP MLPCN: 107.2; MEX-5 binding: 2.6; MCL1-BIM inh: 3.0

Results for O=C(NCc1ccc(F)cc1)c1ccc(NC(=O)C2CCCO2)cc1 (stereo unspecified) ?
Fam108B inh: -2.4; VLA-4 inh: -5.2; GRK2 aptamer HTS: 1.0; CIT2-GFP yeast: 109.6; Bcl-xL primary: 5.8; GLD-1 TGE inh: 4.1; AGP1-GFP MLPCN: 92.9; MEX-5 binding: 3.2; MCL1-BIM inh: -1.9

What do the screens show for `COC(CN(C)C(=O)c1ccc2c(c1)NC(=O)c1ccccc1S2)OC`?
VLA-4 inh: 8.8; GRK2 aptamer HTS: 0.0; CIT2-GFP yeast: 100.6; AGP1-GFP MLPCN: 98.9; MEX-5 binding: -5.9

What do the screens show for `CC1=CCC2C(=O)N(C(C)c3ccccc3)C(=O)C2C1` (stereo unspecified)?
Fam108B inh: 1.2; VLA-4 inh: -2.2; GRK2 aptamer HTS: 0.0; CIT2-GFP yeast: 103.7; Bcl-xL primary: 1.3; GLD-1 TGE inh: 7.2; AGP1-GFP MLPCN: 99.1; MEX-5 binding: -10.8; MCL1-BIM inh: 2.6

What do the screens show for `CCOc1ccc(NC(=O)c2ccccc2NS(C)(=O)=O)cc1`?
Fam108B inh: -0.2; VLA-4 inh: 3.5; GRK2 aptamer HTS: 0.0; CIT2-GFP yeast: 94.2; Bcl-xL primary: 3.4; GLD-1 TGE inh: -1.1; AGP1-GFP MLPCN: 93.5; MEX-5 binding: 2.7; MCL1-BIM inh: 2.2

Results for Cn1nnnc1SCCNCc1ccccc1OCc1ccccc1 ?
Fam108B inh: 3.2; VLA-4 inh: 8.7; GRK2 aptamer HTS: 0.0; CIT2-GFP yeast: 96.8; Bcl-xL primary: 5.3; GLD-1 TGE inh: -2.0; AGP1-GFP MLPCN: 100.7; MEX-5 binding: -5.1; MCL1-BIM inh: 5.7

Results for O=C(CN1C2CCCC1CC(NC(=O)c1ccccc1)C2)Nc1ccccc1C(F)(F)F (stereo unspecified) ?
Fam108B inh: 2.8; VLA-4 inh: 7.2; GRK2 aptamer HTS: 2.0; CIT2-GFP yeast: 104.7; Bcl-xL primary: 0.2; GLD-1 TGE inh: 2.2; AGP1-GFP MLPCN: 101.5; MEX-5 binding: -0.6; MCL1-BIM inh: 1.6

Results for O=C(Cc1cccs1)N/N=C/C=C/c1ccccc1[N+](=O)[O-] ?
Fam108B inh: -3.5; VLA-4 inh: -23.5; GRK2 aptamer HTS: 0.0; CIT2-GFP yeast: 102.1; Bcl-xL primary: 7.8; GLD-1 TGE inh: -4.8; AGP1-GFP MLPCN: 102.6; MEX-5 binding: 2.5; MCL1-BIM inh: 6.4

How did CN1/C(=C\C(=O)COC(=O)CN2C(=O)C3CC=CCC3C2=O)C(C)(C)c2ccccc21 (stereo unspecified) do in these assays?
Fam108B inh: -9.1; VLA-4 inh: -117.0; GRK2 aptamer HTS: 1.0; CIT2-GFP yeast: 89.5; Bcl-xL primary: 2.1; GLD-1 TGE inh: -1.9; AGP1-GFP MLPCN: 92.4; MEX-5 binding: -0.1; MCL1-BIM inh: 4.6

Results for C[C@H]1COC(=O)[C@@H](NC(=O)OCC2c3ccccc3-c3ccccc32)C/C=C\C[C@H](CC(=O)NCCO)C(=O)N1 ?
VLA-4 inh: 15.4; GRK2 aptamer HTS: 3.0; CIT2-GFP yeast: 97.1; GLD-1 TGE inh: 8.9; AGP1-GFP MLPCN: 101.5

What do the screens show for `CCc1ccc(NC(=O)CNS(=O)(=O)c2c(C)noc2C)cc1`?
Fam108B inh: -0.7; VLA-4 inh: 13.1; GRK2 aptamer HTS: 0.0; CIT2-GFP yeast: 105.5; Bcl-xL primary: 4.3; GLD-1 TGE inh: 6.2; AGP1-GFP MLPCN: 111.0; MEX-5 binding: -1.1; MCL1-BIM inh: -0.1

Results for CC1CC(C)(C)CC2(C1)NC(=O)N(CC(=O)NC1CCCc3ccccc31)C2=O (stereo unspecified) ?
Fam108B inh: -0.9; VLA-4 inh: 0.3; GRK2 aptamer HTS: 4.0; CIT2-GFP yeast: 101.3; Bcl-xL primary: -1.4; GLD-1 TGE inh: 3.9; AGP1-GFP MLPCN: 99.7; MEX-5 binding: 1.4; MCL1-BIM inh: -16.1

How did Cc1nc(C)n(CCNS(=O)(=O)c2ccccc2)n1 do in these assays?
Fam108B inh: -3.4; VLA-4 inh: 6.2; GRK2 aptamer HTS: 2.0; CIT2-GFP yeast: 104.9; Bcl-xL primary: 7.5; GLD-1 TGE inh: -3.5; AGP1-GFP MLPCN: 106.6; MEX-5 binding: -0.5; MCL1-BIM inh: 0.9

How did CCCN(CCC)Cc1c(C(=O)N/N=C/c2c[nH]c3ccccc23)nnn1-c1nonc1N do in these assays?
Fam108B inh: 2.7; VLA-4 inh: -5.3; GRK2 aptamer HTS: 1.0; CIT2-GFP yeast: 104.0; Bcl-xL primary: 3.9; GLD-1 TGE inh: 0.6; AGP1-GFP MLPCN: 103.9; MEX-5 binding: 1.4; MCL1-BIM inh: 2.8

How did COc1cc(C2CC(=O)Oc3c(C(CCN4CCOCC4)c4ccc(N(C)C)cc4)c(OC)cc(OC)c32)cc(OC)c1OC (stereo unspecified) do in these assays?
Fam108B inh: 2.9; VLA-4 inh: 3.8; GRK2 aptamer HTS: 3.0; CIT2-GFP yeast: 95.4; Bcl-xL primary: 3.4; GLD-1 TGE inh: 1.6; AGP1-GFP MLPCN: 101.2; MEX-5 binding: 3.2; MCL1-BIM inh: 3.5

Results for O=c1c2ccccc2c(-c2ccccc2)nn1-c1ccccc1 ?
Fam108B inh: -1.5; VLA-4 inh: 3.8; GRK2 aptamer HTS: 6.0; Bcl-xL primary: 1.5; GLD-1 TGE inh: -5.2; MEX-5 binding: 1.3; MCL1-BIM inh: 0.4

What do the screens show for `O=C(NC(=S)Nc1ccc(Cl)c(C(=O)O)c1)c1ccc(OCc2ccccc2)cc1`?
Fam108B inh: -3.1; VLA-4 inh: -6.4; GRK2 aptamer HTS: 0.0; CIT2-GFP yeast: 84.4; Bcl-xL primary: 12.1; GLD-1 TGE inh: -8.6; AGP1-GFP MLPCN: 94.7; MEX-5 binding: -2.3; MCL1-BIM inh: 13.7

How did COC(=O)/C(=N/Nc1ccccc1Cl)Sc1nnc(C(O)c2ccccc2)n1-c1ccccc1 (stereo unspecified) do in these assays?
Fam108B inh: -3.6; VLA-4 inh: -3.0; GRK2 aptamer HTS: 1.0; CIT2-GFP yeast: 101.2; Bcl-xL primary: 1.8; GLD-1 TGE inh: 2.9; AGP1-GFP MLPCN: 98.1; MEX-5 binding: 0.4; MCL1-BIM inh: 15.6

What do the screens show for `Cc1oc(-c2ccoc2)nc1CN(Cc1ccccc1)CC1CC1`?
Fam108B inh: -0.9; VLA-4 inh: 6.6; GRK2 aptamer HTS: 6.0; CIT2-GFP yeast: 97.9; Bcl-xL primary: 0.8; GLD-1 TGE inh: -9.9; AGP1-GFP MLPCN: 94.3; MEX-5 binding: 1.7; MCL1-BIM inh: -2.7
